TAAR1 antagonist – human TAAR1 antagonists, primary screen, Fluo-8 calcium fluorescence, CHO RD-HGA16 cells; inhibition, % at 3 µM; Trace amine-associated receptor 1 (Homo sapiens), Q96RJ0; 1.5% of 360,000 active; antagonist; AID 624466, 2012;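 active = inhibition above a per-plate cutoff, the mean inhibition of test compounds on that plate plus 3 SD, cut at about 49% in these data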;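 also: 0% = DMSO plus EC80 beta-PEA response and 100% = DMSO alone without agonist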
Target sequence (Q96RJ0 whole entry, looked up): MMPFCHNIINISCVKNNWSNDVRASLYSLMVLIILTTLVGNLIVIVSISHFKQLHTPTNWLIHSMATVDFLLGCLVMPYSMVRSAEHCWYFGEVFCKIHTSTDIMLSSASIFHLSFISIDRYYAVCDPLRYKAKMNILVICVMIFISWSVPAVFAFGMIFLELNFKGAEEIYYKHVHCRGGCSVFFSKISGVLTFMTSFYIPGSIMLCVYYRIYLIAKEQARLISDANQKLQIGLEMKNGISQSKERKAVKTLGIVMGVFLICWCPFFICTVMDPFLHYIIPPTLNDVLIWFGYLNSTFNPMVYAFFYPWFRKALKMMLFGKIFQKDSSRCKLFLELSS
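Test system: CHO RD-HGA16 cells bearing hTAAR1 | Reagent: β-PEA, EC80 | Compound dosing: 3 µM, single point | Schedule: Dye loading 75 min at 37 °C, then 30 min room temperature | Signal: Calcium fluorescence with Fluo-8 | Evaluation: Percent inhibition of PEA-evoked calcium signal, max/basal emission ratio | Control set: DMSO-only wells and EC80 β-PEA-stimulated wells | Repeats: Singlicate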
M1 ag – human M1 muscarinic receptor agonists, primary screen, Fluo-8 calcium fluorescence, CHO-K1 cells, HTS; Muscarinic acetylcholine receptor M1 (Homo sapiens), P11229; CHO-K1 hM1, agonist mode; 0% DMSO, 100% acetylcholine EC100; activation, % at 3 µM; 0.33% of 360,000 active; AID 588814, 2011;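 active = activation above the run's mean compound activation plus 3 SD, cut at about 16% in these data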;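 also: peak over basal fluorescence ratio within a 140 s kinetic read after compound addition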
OXTR potentiate – human OXTR potentiators, primary screen, fluorescence, CHO-OTR cells, Fluo-8 calcium; Oxytocin receptor (Homo sapiens), P30559; activation, % at 3 µM; AID 2445, 2010; 0.061% of 320,000 active; Fluo-8 calcium fluorescence, potentiator mode; 0% = oxytocin EC15, 100% = EC100;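 active = activation above that plate's cutoff, the mean activation of tested compounds plus 3 SD, cut at about 6.6% in these data, passing the limit was not always enough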;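 also: 100% uses oxytocin at 75 nM as the full agonist control; some results filed as inactive read as strong as hits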
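Assay system: CHO-OTR cells, human receptor / Also added: oxytocin at about EC15, sub-maximal agonist stimulus / Dosing: single dose, 3.0 µM nominal final compound concentration / Incubation: 6 min pre-incubation, 100 s read / Technique: Fluo-8 calcium dye fluorescence / Read-out: % activation vs EC15 and EC100 oxytocin / Benchmarks: EC15 oxytocin low, 75 nM oxytocin high / Replicates: singlicate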
M1 antag – human M1 muscarinic receptor antagonists, primary screen, CHO-K1 cells, Fluo-8 calcium fluorescence, 1536-well. AID 588852, 2011. CHO-K1 hM1, ACh EC80 antagonist. 1.3% of 360,000 active. inhibition, % at 3 µM;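 active = percent inhibition above its own plate's cutoff, namely the mean of that plate's compound wells plus 3 SD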;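 also: peak over basal fluorescence ratio during 140 s after agonist addition; 0% = ACh EC80 plus DMSO and 100% = DMSO alone without agonist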
OXTR ag – human OXTR agonists, primary screen, fluorescence, CHO-OTR cells, Fluo-8 calcium; Fluo-8 calcium fluorescence; normalized: DMSO 0%, oxytocin 100%; activation, % at 3 µM; 0.32% of 320,000 active;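 active = activation above the mean of all tested compounds plus 3 SD, cutoff set per screening run, cut at about 20% in these data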;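 also: peak over basal fluorescence ratio from a 100 s FLIPR kinetic read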
CHRM1 PAM – human M1 muscarinic receptor positive allosteric modulators, primary screen, CHO-K1 cells, Fluo-8 calcium fluorescence, 1536-well; Muscarinic acetylcholine receptor M1 (Homo sapiens), P11229; CHO-K1 hM1, ACh EC20; 0% = ACh EC20, 100% = maximal ACh; activation, % at 3 µM; 0.088% of 360,000 active; AID 588819, 2011; in the data active = activation above about 19%, passing the limit was not always enough
TAAR1 ag – human TAAR1 agonists, primary screen, Fluo-8 calcium fluorescence, CHO RD-HGA16 cells; 0.99% of 360,000 active; activation, % at 3 µM; vehicle wells 0%, saturating PEA agonist 100%;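 active = activation above the mean activation of all test compounds in the run plus 3 SD, cut at about 38% in these data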
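Test system: RD-HGA16 (CHO) cells co-expressing Gα16 and hTAAR1 / Benchmarks: DMSO vehicle as 0%, PEA at EC100 as 100% / Repeats: no replicates (n 1) / Measure: % activation from peak over basal fluorescence ratio, DMSO-to-PEA scaled / Timing: 17-24 h plating, Fluo-8 75 min 37 °C, 30 min RT / Technique: kinetic Fluo-8 calcium fluorescence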
V1R ag counter – agonists of human V1a receptor, primary screen, counter-screen for OXTR agonist project, fluorescence, CHO-V1R cells. activation, % at 3 µM. 0.25% of 320,000 active. AID 2797, 2010. Vasopressin V1a receptor (Homo sapiens), P37288. Fluo-8 calcium fluorescence, agonist mode; 0% DMSO, 100% 3 nM vasopressin;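 active = activation above the mean activation of all tested compounds plus 3 SD, per screening run, cut at about 20% in these data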;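 also: signal is peak over basal fluorescence ratio across a 100 second FLIPR read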
Target sequence (P37288 whole entry, looked up): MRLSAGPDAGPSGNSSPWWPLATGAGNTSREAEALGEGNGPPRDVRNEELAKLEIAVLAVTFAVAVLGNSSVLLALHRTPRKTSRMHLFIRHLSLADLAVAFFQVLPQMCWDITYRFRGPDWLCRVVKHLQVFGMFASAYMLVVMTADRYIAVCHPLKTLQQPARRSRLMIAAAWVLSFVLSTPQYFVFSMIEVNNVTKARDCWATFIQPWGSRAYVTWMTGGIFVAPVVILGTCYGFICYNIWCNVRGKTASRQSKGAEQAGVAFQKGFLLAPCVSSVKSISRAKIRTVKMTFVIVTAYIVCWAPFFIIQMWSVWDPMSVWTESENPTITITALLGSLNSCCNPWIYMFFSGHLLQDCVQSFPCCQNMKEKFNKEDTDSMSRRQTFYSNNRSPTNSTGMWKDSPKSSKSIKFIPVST
CHO parental Ca – ATP-evoked calcium signal inhibitors, parental CHO, primary screen, counter-screen for OX1R antagonist project, cell-based, fluorescence, Fluo-8 calcium dye; parental CHO-K1, ATP-induced calcium, Fluo-8 fluorescence; inhibition, % at 5.6 µM; 0.63% of 330,000 active; AID 463079, 2010;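 active = inhibition above that plate's mean sample inhibition plus 3 SD, cut at about 26% in these data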;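 also: 0% = ATP-challenged DMSO wells and 100% = DMSO wells without ATP; some compounds past the cut are filed as inactive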
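test system = CHO parental line | reagent = ATP stimulus | measured by = intracellular calcium via Fluo-8 no-wash fluorescent dye | control set = ATP and no-ATP DMSO wells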
Numbers without * were called inactive; nt = no result given.

SMILES	TAAR1 antagonist	M1 ag	OXTR potentiate	M1 antag	OXTR ag	CHRM1 PAM	TAAR1 ag	V1R ag counter	CHO parental Ca
CC(C)CN(CC(C)C)C1=N/C(=C\c2ccco2)C(=O)N1c1ccccc1	11	-1	-12	-13	-2.0	13	7	0.0	-16
Cc1ccnc(NC(=O)CCC(=O)N(CC(=O)NCCc2ccccc2)c2ccccc2F)c1	5	-2	-4	7	1.5	-6	5	2.4	-21
Cc1ccc(NC(=O)NC(=O)c2ccccc2)cc1F	nt	-2	-15	-7	0.3	3	nt	0.9	-6
O=C(NC(=S)NCC1CCCO1)c1ccc([N+](=O)[O-])cc1 (configuration not stated)	1	-4	-11	9	-0.9	-7	0	0.0	-3
CN(C(=O)c1ccccc1Cl)C1CCCCC1	11	-4	-3	14	-1.3	-6	1	-1.9	-22
Cc1[nH]c2ccccc2c(=O)c1SC(F)(F)C(F)C(F)(F)F (configuration not stated)	9	-1	-4	1	2.4	5	3	4.3	-14
COc1ccc(C)cc1NC(=O)CN(C)S(=O)(=O)c1cccs1	4	-3	-9	-20	-1.5	3	2	-1.5	-13
COc1ccc(N2C(=O)C(C)(C)C2c2c(O)ccc3ccccc23)cc1 (configuration not stated)	18	0	-5	-6	0.1	8	-3	-0.7	4
COc1ccc(CNC(=O)COC(=O)CN2C(=O)C3CCCCC3C2=O)cc1 (configuration not stated)	-14	-4	nt	-6	nt	5	2	nt	nt
Cc1ccc(F)cc1C(=O)N1CCCC1(C)C(=O)NCC(C)C (configuration not stated)	-6	-2	nt	-23	nt	14	3	nt	nt
O=C(Nc1cccc(OC(F)(F)F)c1)[C@@H]1O[C@H](CO)[C@H](O)[C@H](O)[C@H]1O	5	-3	nt	-5	nt	2	1	nt	nt
N#Cc1c2c(c(NCCN3CCOCC3)n3c1nc1ccccc13)CCCC2	-1	-4	-6	-6	-1.3	4	10	0.3	-14
CCCNC(=O)c1ccc(C2SCC(=O)N2CCc2ccccc2)cc1 (configuration not stated)	1	-9	-5	-2	-0.7	3	8	0.9	-3
CCOC(=O)[C@@H]1[C@H]2COc3ccc(Br)cc3[C@H]2N2C(=O)N(c3ccc(F)cc3)C(=O)[C@]12C	0	-2	-3	14	0.1	-1	9	-0.3	-27
COc1ccc(NS(=O)(=O)c2cn(C)cn2)cc1	-27	-3	-2	-8	0.1	3	0	1.0	-1
CC1=CC2=NC(=O)/C(=C\c3cccn3CCOc3cc(C)ccc3C)C(=N)N2O1	2	1	-8	-4	-2.3	6	0	0.8	-21
COc1cc(/C=N/NC(=O)c2ccc3c(c2)OCO3)ccc1O	-5	-2	nt	-5	nt	6	3	nt	nt
CCOc1ccc(NS(=O)(=O)c2ccc(C)c(C(N)=O)c2)cc1	-4	-1	-9	-6	-0.5	3	5	-0.1	-5
CCn1cc(/C=C2\SC(=O)N(CC(=O)Nc3ccc4c(c3)OCO4)C2=O)c2ccccc21	-7	-2	4	-3	0.2	3	0	0.3	-6
Cc1ccsc1/C=N/NC(=O)Nc1ccccc1	4	-2	-14	-11	-1.3	9	3	-1.0	-8
C=CCN(CC=C)C(=O)C[n+]1ccc(C(N)=O)cc1	-29	-4	-7	-9	-0.7	6	0	2.6	8
Clc1cccc(C2=NOC(c3nnc(-c4ccccc4)o3)C2)c1 (configuration not stated)	-2	0	-4	-11	-0.9	10	6	0.3	-13
O=C(O)[C@@H]1CCCN1c1ncnc2sc3c(c12)CCC3	-4	-2	-5	-8	0.2	3	8	0.8	5
CC1(C)C(Cl)C(=O)C(C(=O)c2ccccc2)C(=O)C1Cl (configuration not stated)	-29	-3	-10	9	-0.1	-5	0	1.0	-1
CC(C)(C)C1CCc2sc(-c3nnc(CCl)o3)cc2C1 (configuration not stated)	-24	-2	-7	3	-1.6	2	17	-1.2	-11

Sorted by length of the SMILES (high to low): 4 of the compounds above
SMILES	TAAR1 antagonist	M1 ag	OXTR potentiate	M1 antag	OXTR ag	CHRM1 PAM	TAAR1 ag	V1R ag counter	CHO parental Ca
CCn1cc(/C=C2\SC(=O)N(CC(=O)Nc3ccc4c(c3)OCO4)C2=O)c2ccccc21	-7	-2	4	-3	0.2	3	0	0.3	-6
CC(C)CN(CC(C)C)C1=N/C(=C\c2ccco2)C(=O)N1c1ccccc1	11	-1	-12	-13	-2.0	13	7	0.0	-16
N#Cc1c2c(c(NCCN3CCOCC3)n3c1nc1ccccc13)CCCC2	-1	-4	-6	-6	-1.3	4	10	0.3	-14
O=C(O)[C@@H]1CCCN1c1ncnc2sc3c(c12)CCC3	-4	-2	-5	-8	0.2	3	8	0.8	5

Next part:
SMILES	TAAR1 antagonist	M1 ag	OXTR potentiate	M1 antag	OXTR ag	CHRM1 PAM	TAAR1 ag	V1R ag counter	CHO parental Ca
O=C(CNc1cccc(C(F)(F)F)c1)N/N=C/c1cccc(Br)c1	4	-7	-10	-7	-0.3	-2	4	0.5	-5
COC(=O)c1ccc(NC(=O)CSc2nc3[nH]ncc3c(=O)[nH]2)cc1	-46	1	-3	-21	0.0	6	0	-0.9	1
N=c1c(C(=O)NC2CCCC2)cc2c(=O)n3ccccc3nc2n1CCN1CCOCC1	4	-6	-10	-2	-1.2	2	8	-0.2	-8
Cc1ccc2nc(-c3ccncc3)cc(C(=O)Nc3ccc(F)cc3C)c2c1	-19	-2	-7	-7	-0.3	4	5	-0.8	-29
CCOc1ncccc1C(=O)OCC(=O)c1cccc(Br)c1	14	-12	-5	-5	-2.8	-3	8	-1.1	-27
COCCNC(=O)c1ccc(Cn2c(=S)[nH]c3cc4c(cc3c2=O)OCO4)cc1	-11	-5	-5	-2	0.0	6	4	-0.8	-5
O=c1[nH]c(-c2ccc(Cl)cc2)nc(=S)[nH]1	-6	-3	4	-24	-1.8	14	6	0.1	-3
CCOc1ccc(Nc2nc(Cc3nnc(SCC(=O)NCC4CCCO4)n3C)cs2)cc1 (configuration not stated)	-19	-10	-3	-2	-1.1	1	11	-0.8	-1
COc1ccc(/C(C)=N/Nc2ccccc2Cl)c(O)c1	-41	-4	-2	-15	-0.5	8	0	0.5	5
O=C(NCCCNC(=O)c1cnccn1)c1ccc(Cl)cc1	-5	-5	-6	-7	0.1	15	-2	-0.9	-7
CCOC(=O)C1=C(C)NC2=C(C(=O)CCC2)C1c1cn(Cc2ccc(Cl)cc2Cl)nc1-c1ccccc1 (configuration not stated)	1	-3	-8	-4	-0.5	4	13	-0.3	-26
O=C(O)CCCn1cc(NC(=O)COc2ccccc2F)cn1	-7	-2	-7	-13	0.1	8	2	0.3	0
O=C(Nc1cc(S(=O)(=O)N2CCOCC2)ccc1N1CCCC1)c1cccnc1Cl	3	-2	-3	-1	-0.4	3	4	-1.1	-12
CCOC(=O)N1CCc2c(sc3nc4n(c(=O)c23)N=C(c2ccc(OC)cc2)CS4)C1	34	1	-5	9	-0.5	-6	14	-0.1	-13
CN(CCc1ccccn1)C(=S)NC(=O)c1ccco1	-19	-4	-12	-5	-0.1	8	21	-0.9	-1
O=C(COC(=O)CCNS(=O)(=O)c1ccccc1)NC(=O)c1ccccc1	-20	1	-12	-8	-0.8	6	1	-0.3	-13
O=C(Nc1ccc(C2SCCS2)cc1)c1ccccc1	46	-2	-6	-14	1.8	6	63*	-0.8	-3
Cc1ccccc1NC(=O)Cc1cn(C)c2ccccc12	1	-4	-6	-16	-0.6	13	5	0.3	-22
CCn1c(C)c(C(C)=O)c(N2CCCC2)nc1=S	-1	-4	-1	40*	-0.1	-18	0	0.1	-1
N#CCc1c(C#N)c(N)nc(N2CCCC(O)C2)c1C#N (configuration not stated)	-6	-4	-1	3	1.3	-2	6	0.4	-9
CC1CN(CC(=O)Nc2ccc(S(N)(=O)=O)cc2)CC(C)O1 (configuration not stated)	nt	-4	-2	-13	1.2	16	nt	0.4	1
CCC(C)CCN1CCN=C1N(C)C (configuration not stated)	-7	-14	-8	-10	-0.8	9	4	-0.5	-9
O=C(Cc1ccc(Br)cc1)N1CCc2ccccc2C1	-2	-4	-7	-10	-1.6	7	-1	0.4	5
CC(=O)N1N=C(c2ccncc2)OC1(Cc1ccccc1)Cc1ccccc1	-11	-3	10	-16	-3.1	8	0	-1.4	-33
CCNC(=O)NC(=O)C(C)OC(=O)c1oc2ccc(OC)cc2c1C (configuration not stated)	-8	-7	-17	9	-0.2	-12	0	2.9	-7
(continued)
SMILES	TAAR1 antagonist	M1 ag	OXTR potentiate	M1 antag	OXTR ag	CHRM1 PAM	TAAR1 ag	V1R ag counter	CHO parental Ca
CC(=O)CSc1nc(N)c(C#N)c(-c2cccs2)c1C#N	20	-3	-15	2	1.8	-2	18	7.2	-4
N#Cc1c(NC(=O)CSc2nnnn2C2CCCC2)sc2c1CCCC2	4	-3	-7	-7	1.1	10	2	0.9	-12
Cc1cc(C(=O)CSc2nncs2)c(C)n1-c1c(C)n(C)n(-c2ccccc2)c1=O	-17	-12	-9	54*	1.0	-33	1	1.3	2
COCc1c(C(=O)OCC(=O)Nc2ccc(OC(F)F)cc2)oc2ccccc12	-1	-4	-3	-7	0.3	2	10	3.3	-12
O=C(CCS(=O)(=O)c1ccc(Cl)cc1)N1CCN(c2ccc(F)cc2)CC1	0	5	-9	-13	7.6	17	1	7.0	-23
CN(Cc1ccccc1)C(=O)COC(=O)c1ccc(Cl)cc1N	2	-1	-13	3	-1.2	4	0	0.7	-16
O=C(N/N=C\c1ccc(Cl)cc1)C1=NOC2COC3(CCN(c4ccc([N+](=O)[O-])cc4)CC3)OCC12 (configuration not stated)	-38	1	-8	0	5.7	-2	0	5.3	10
CCOc1ccccc1N1C(=O)CC(Nc2ccc(N3CCOCC3)cc2)C1=O (configuration not stated)	-5	-4	-1	-12	-0.3	-1	3	-0.2	-12
CS(=O)(=O)N(CC(=O)N1CCN(Cc2ccccc2)CC1)C1CCCCC1	5	-3	-7	-7	0.0	7	3	0.6	-16
CCNC(=S)N1CCN(c2cccc(C(F)(F)F)c2)CC1	0	-4	-12	7	1.9	-1	2	5.9	-16
COc1cc(C(F)(F)F)nc2ccc(C#CCOC(=O)Nc3ccccc3)cc12	29	-4	-11	2	-2.3	0	0	-0.8	-37
